# GSTO1 counter: GSTO1 inhibition, counter-screen for RBBP9 inhibitors. inhibition, % at 5.96 µM. 300,000 compounds, 1.1% hits. P78417. recombinant GSTO1, activity-based probe fluorescence polarization;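 active means inhibition above the campaign mean inhibition plus 3 SD, cut at about 35% in these data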;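 further: 0% = GSTO1-1 with DMSO and 100% = wells lacking GSTO1-1 enzyme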
# Target sequence (P78417 whole entry, looked up): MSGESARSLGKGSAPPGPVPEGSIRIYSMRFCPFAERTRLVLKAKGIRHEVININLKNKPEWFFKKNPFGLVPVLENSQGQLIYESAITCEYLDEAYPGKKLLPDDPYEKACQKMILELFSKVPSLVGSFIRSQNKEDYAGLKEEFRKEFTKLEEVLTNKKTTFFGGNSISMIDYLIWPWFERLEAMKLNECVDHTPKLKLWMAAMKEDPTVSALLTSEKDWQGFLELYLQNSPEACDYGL
# LYPLA2 inh: blocks human lysophospholipase 2, a PME1 counter-screen; recombinant LYPLA2, FP-Rh probe fluorescence polarization; O95372; inhibition, % at 5.9 µM; AID 2177; 320,000 compounds, 0.38% hits;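 active means inhibition above the screen-wide mean plus 3 SD, limit set per campaign, cut at about 26% in these data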;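 further: 0% = LYPLA2 with DMSO and 100% = wells lacking LYPLA2 enzyme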
# pPAFAH inh: inhibitors of human plasma PAF acetylhydrolase (pPAFAH) | Q13093 | recombinant pPAFAH, FP-rhodamine probe fluorescence polarization | inhibition, % at 3.39 µM | 330,000 compounds, 1.5% hits | AID 463082;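 active means inhibition above the mean inhibition across the screen plus 3 SD, cut at about 25% in these data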;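 further: inhibitors block binding of the rhodamine activity-based probe so polarization drops; 0% = enzyme with DMSO and 100% = wells lacking pPAFAH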
# PREPL inhibitor: inhibits the human prolyl oligopeptidase-like enzyme; Q4J6C6; recombinant PREPL, fluorescence polarization activity-based probe; inhibition, % at 5.96 µM; 320,000 compounds, 0.68% hits; in the data active means inhibition above about 43%;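 further: 0% = enzyme with DMSO and 100% = wells lacking enzyme; many of its hits are not listed in these tables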
# PAD4 inh: PAD4 (human) enzyme inhibition; recombinant PAD4, RCA probe fluorescence polarization; inhibition, % at 6.36 µM; 330,000 compounds, 0.41% hits; AID 485272;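 active means percent inhibition above a cutoff equal to the mean of all tested compounds plus 3 SD, cut at about 15% in these data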;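 further: 0% = PAD4 with RCA probe and DMSO and 100% = probe without PAD4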
# LYPLA1 counter: blocks human lysophospholipase 1, a PME1 counter-screen. recombinant LYPLA1, FP-Rh probe fluorescence polarization. inhibition, % at 5.9 µM. 320,000 compounds, 0.16% hits. AID 2174;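 active means inhibition above the mean of all tested compounds plus 3 SD, set per campaign, cut at about 14% in these data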;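 further: inhibitors block serine hydrolase probe labeling of LYPLA1 so polarization falls; 0% = enzyme with DMSO and 100% = wells lacking LYPLA1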
# Target sequence (O75608 whole entry, looked up): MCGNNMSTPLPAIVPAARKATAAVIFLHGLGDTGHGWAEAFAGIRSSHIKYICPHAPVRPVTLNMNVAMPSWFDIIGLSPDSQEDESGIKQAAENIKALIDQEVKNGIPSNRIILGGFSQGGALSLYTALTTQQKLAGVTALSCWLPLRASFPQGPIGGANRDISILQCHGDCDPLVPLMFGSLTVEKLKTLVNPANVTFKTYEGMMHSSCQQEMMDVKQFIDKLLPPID
# PAFAH2 FP inh: inhibitors of human PAFAH2; Q99487; recombinant PAFAH2, FP-rhodamine activity probe, fluorescence polarization; inhibition, % at 3.39 µM; 340,000 compounds, 0.99% hits; AID 492956;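 active means inhibition above the mean over all tested compounds plus 3 SD, cut at about 30% in these data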;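 further: inhibitors block probe labeling of enzyme so polarization drops; 0% = enzyme with DMSO and 100% = wells lacking PAFAH2 protein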
# PAFAH1B2 inh: inhibitors of human PAFAH1B2; P68402; recombinant PAFAH1B2, FP-rhodamine activity probe, fluorescence polarization; inhibition, % at 3.39 µM; 340,000 compounds, 1.2% hits;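 active means inhibition above the mean of all tested compounds plus 3 SD, cut at about 24% in these data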;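 further: 0% = enzyme with DMSO and 100% = wells lacking PAFAH1B2; many of its hits are not listed in these tables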
# Target sequence (P68402 whole entry, looked up): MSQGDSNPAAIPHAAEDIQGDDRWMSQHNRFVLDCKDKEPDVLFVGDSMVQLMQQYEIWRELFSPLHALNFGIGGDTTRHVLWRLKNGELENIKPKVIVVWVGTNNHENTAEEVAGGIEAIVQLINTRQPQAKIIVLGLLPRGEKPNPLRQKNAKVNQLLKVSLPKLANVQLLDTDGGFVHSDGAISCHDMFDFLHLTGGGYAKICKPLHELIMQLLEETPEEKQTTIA
# PAFAH1B3 inh: inhibitors of human PAFAH1B3; recombinant PAFAH1B3, FP-rhodamine probe, fluorescence polarization; inhibition, % at 3.39 µM; 340,000 compounds, 0.28% hits;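 active means inhibition above the screen-wide average of all tested compounds plus 3 SD, cut at about 25% in these data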;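 further: 0% = enzyme with DMSO only and 100% = wells lacking PAFAH1B3 protein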
# Target sequence (Q15102 whole entry, looked up): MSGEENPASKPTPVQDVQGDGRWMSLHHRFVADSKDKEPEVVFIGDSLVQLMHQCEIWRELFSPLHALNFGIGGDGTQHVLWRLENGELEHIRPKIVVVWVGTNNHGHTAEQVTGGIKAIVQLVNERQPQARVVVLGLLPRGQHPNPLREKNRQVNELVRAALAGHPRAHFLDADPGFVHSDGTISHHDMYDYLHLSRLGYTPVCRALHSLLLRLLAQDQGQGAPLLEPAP
# An asterisk follows results filed as active; x = no result given.
SMILES,GSTO1 counter,LYPLA2 inh,pPAFAH inh,PREPL inhibitor,PAD4 inh,LYPLA1 counter,PAFAH2 FP inh,PAFAH1B2 inh,PAFAH1B3 inh
O=c1oc2ccccc2c(NCc2ccccc2F)c1[N+](=O)[O-],-26,-4,1,5,2,0,3,2,3
CC1(C)CC(CCN(Cc2ccccc2)C(=O)c2ccco2)(c2ccccc2)CCO1 (stereo unspecified),0,1,5,10,2,-1,0,-1,6
CNCc1ccccc1OCc1ccccc1F,1,-6,-10,-98,-3,2,4,0,2
N#Cc1ccccc1OCC(=O)Nc1cccc(S(=O)(=O)N2CCCCCC2)c1,x,-11,3,4,-2,-13,1,4,-2
COc1ccc(S(=O)(=O)Nc2ccc3c(c2)C(=O)N([C@H](C)CO)C[C@H](C)[C@H](CN(C)Cc2ccc(C(=O)O)cc2)O3)cc1,x,x,0,17,2,x,9,3,12
CCOc1ccc(N2C(=O)CN(C)C2=S)cc1,4,4,4,13,-1,4,-6,7,4
Cc1cc(OC(=O)c2ccccc2Cl)cc(=O)n1C,14,4,-5,5,2,-1,-1,3,2
Oc1c(CN2CCCC2)cc(COCc2ccccc2)c2cccnc12,x,x,21,64*,0,x,4,5,13
COc1ccccc1NC(=O)Nc1nc(CC(=O)N2CCN(c3ccccc3F)CC2)cs1,-11,-11,3,25,-3,-8,-2,-5,-5
CN(C)/C=C/C(=O)c1ccccc1F,-13,3,1,-1,2,-1,-2,2,4
Cc1ccc(S(=O)(=O)Nc2nc(C)c(C(=O)N/N=C/c3ccccc3)s2)cc1,1,1,21,8,-1,0,-2,7,6
O=C(OCc1cc2ccccc2[nH]c1=O)c1cccnc1,0,5,4,-2,5,3,1,5,6
CCOc1ccc(C(=O)N[C@H](C(=O)Nc2ccc(OC)c(S(=O)(=O)N3CCOCC3)c2)C(C)C)cc1,7,2,0,3,-1,3,-2,-6,9
CN1CCN(Cc2c(C(=O)N/N=C/c3cccc(Br)c3)nnn2-c2nonc2N)CC1,-5,1,-1,22,0,-1,-5,4,1
Cc1ccc(NC(=O)CCN2C(=O)c3ccccc3C2=O)cc1C,-1,1,10,-19,3,5,0,3,8
COC(=O)C1=C(C)N(Cc2ccccc2)C(=O)N[C@H]1CCc1ccccc1,-1,2,12,2,0,-1,-1,4,7
O=C(COC(=O)c1ccc(S(=O)(=O)N2CCCCCC2)cc1)NCc1ccc(Cl)cc1,x,3,3,3,-3,1,-5,3,-7
COc1ccc(C(CNC(=O)c2c(C)nn(Cc3ccccc3)c2Cl)N2CCOCC2)cc1 (stereo unspecified),x,-3,1,6,-6,0,-4,-1,5
CCCCOc1ccc(CN2CCC(O)CC2)cc1,3,2,-1,16,4,-1,-1,4,5
O=c1c(Cc2ccc(F)cc2)c(O)ccn1CCCN1CCOCC1,3,2,3,5,-1,-1,4,1,1
COc1ccc(C2/C(=C(/O)c3ccc(C)cc3)C(=O)C(=O)N2c2ccccn2)cc1OC (stereo unspecified),4,-2,-2,10,-6,0,-1,1,-2
Cc1ccc(NC(=O)N(CCC(=O)O)Cc2ccccc2)cc1,11,4,4,-7,-2,2,8,6,3
CCCCC[C@@H]1C=C(C(=O)O)[C@H](c2ccc(Br)cc2)N1S(=O)(=O)c1ccc(C)cc1,x,x,4,12,-4,x,4,27*,0
CCCN1CCN(CCCNC(=O)CN2C(=O)COc3ccccc32)CC1,6,2,3,17,3,0,-3,-3,3
COc1ccc(CN2CCNC(=O)C2CC(=O)NCCC2=CCCCC2)c(F)c1 (stereo unspecified),2,1,9,16,1,-1,-3,4,2
CC(C)CN(C(=O)c1nn(C)c(=O)c2ccccc12)c1nc2ccccc2s1,1,2,4,-1,3,1,1,-2,8
CCOC(=O)C1(Cc2ccccc2)C(=O)Nc2ccccc21 (stereo unspecified),3,5,-4,12,1,-1,-4,-4,0
Cc1cc(C)cc(OCc2nc3ncc(Br)cc3[nH]2)c1,2,2,1,-10,-4,-1,-11,-8,-12
O=C(Cc1ccc(Br)cc1)OCC(=O)c1ccc[nH]1,x,x,10,10,1,x,0,23,2
O=C(CCCc1nc(-c2ccccc2Cl)no1)NCc1cccnc1,3,-8,-1,3,-1,-2,-7,2,-1

# 4 compounds from above, arranged by the value under PAD4 inh, descending:
mol	PAD4 inh
CCCN1CCN(CCCNC(=O)CN2C(=O)COc3ccccc32)CC1	3
COC(=O)C1=C(C)N(Cc2ccccc2)C(=O)N[C@H]1CCc1ccccc1	0
O=C(COC(=O)c1ccc(S(=O)(=O)N2CCCCCC2)cc1)NCc1ccc(Cl)cc1	-3
COc1ccc(C(CNC(=O)c2c(C)nn(Cc3ccccc3)c2Cl)N2CCOCC2)cc1 (stereo unspecified)	-6

# Further compounds.
SMILES,GSTO1 counter,LYPLA2 inh,pPAFAH inh,PREPL inhibitor,PAD4 inh,LYPLA1 counter,PAFAH2 FP inh,PAFAH1B2 inh,PAFAH1B3 inh
Cc1ccc(/C=N/n2c(COc3ccccc3)n[nH]c2=S)o1,10,-1,0,0,3,0,-1,-3,3
S=C(NN=C1CCN(Cc2ccccc2)CC1)NC1CCCCC1,0,-3,2,8,4,-2,2,3,8
O=[N+]([O-])c1cccc(CSc2nnc(Cc3ccccc3)n2-c2ccc(F)cc2)c1,6,0,10,19,3,2,1,2,1
CC(C)=CC(=O)OCC(=O)Nc1ccc(SC(F)F)cc1,-3,3,21,-5,2,-2,78*,0,1
Cc1cc(-n2ccc(=O)[nH]c2=O)nc(-c2ccccc2)n1,3,-4,0,-1,-2,-6,2,3,9
Cc1ccc(NS(=O)(=O)c2cc(C(=O)NCCSc3ccc(C)cc3)ccc2C)cc1,-18,-67,14,-7,-2,-34,-36,15,-16
CCOc1ccc(C(=O)C2CCN(CC(=O)Nc3nccs3)CC2)cc1,3,-5,4,1,-2,-8,-1,5,-5
CN1CCN(C(CNS(=O)(=O)c2ccc(Cl)cc2)c2cccnc2)CC1 (stereo unspecified),-3,3,3,14,-2,-1,5,5,13
C=CCOc1ccc(/C(O)=C2/C(=O)C(=O)N(CCN3CCOCC3)C2c2ccc(C)cc2)cc1 (stereo unspecified),-2,0,-4,-3,-2,2,-5,0,0
COc1cccc2c(=O)n(CC(=O)NC3CCCCC3)ccc12,-1,-1,5,-2,-1,3,-3,4,5
COc1ccc(N2CCN(C(CNC(=O)c3cccc(Cl)c3)c3cccnc3)CC2)cc1 (stereo unspecified),7,6,-1,18,3,2,5,-1,8
CCCC(C)C(=O)Nc1cccc(NC(C)=O)c1 (stereo unspecified),-3,6,2,2,4,6,5,4,6
COc1cccc(-c2nc(CCl)cs2)c1,83*,3,1,-8,-2,1,-9,4,9
CCCNc1nc2c(c(=O)n(C)c(=O)n2C)n1Cc1cccc(C)c1,-1,-5,10,8,-2,-6,6,1,6
COc1ccc(/C=N/NC(=O)Cc2ccc(Cl)cc2)cc1OC,-6,-5,4,1,-6,-3,1,3,-2
COc1ccc(N2C(=O)C3CCCN3C2c2ccccc2)cc1 (stereo unspecified),-3,-3,-2,2,2,-1,-1,5,8
O=C(Nc1ccccn1)c1ccc2c(c1)OCO2,3,4,-2,1,-3,5,3,1,7
O=C(CCCCn1c(=O)c2ccccc2n(Cc2ccccc2)c1=O)NC1CCN(Cc2ccccc2)CC1,3,-3,5,9,-3,-1,1,1,9
CCCCCn1c(=S)[nH]c2ncccc2c1=O,4,5,9,10,-2,8,14,7,3
Cc1ccccc1OCC(=O)OCC(=O)NCc1ccc2c(c1)OCO2,x,x,10,8,4,x,-2,1,5
COc1ccccc1OCCNC(=O)CNC(=O)c1ccc(Cl)c(Cl)c1,-14,-6,-1,-67,-2,-1,1,-1,8
C/C(=N\Nc1ccc([N+](=O)[O-])cc1[N+](=O)[O-])c1cccnc1,6,1,-1,9,-6,3,2,3,8
Cc1ccc(OCC(=O)Nc2cc(C(=O)O)cc(C(=O)O)c2)cc1C,-46,-4,2,2,7,2,3,6,4
COc1ccc(C(=O)Nc2nc3c(s2)CCCC3)cc1S(=O)(=O)N1CCCc2ccccc21,-5,-27,-4,-14,-8,-20,-28,-12,-16
CCOC(=O)[C@H]1[C@H]2COc3ccc(OC)cc3[C@@H]2N2C(=O)c3cc(F)c(F)cc3NC(=O)[C@@]12C,-5,0,4,0,-4,-3,-5,-3,8
COc1ccc(C2CCCN2C(=S)Nc2ccc(C)c(C)c2)cc1OC (stereo unspecified),-3,-3,6,33,1,0,4,1,3
O=C(Nc1c(C(=O)N2CCOCC2)cnn1-c1ccccc1)c1ccc(F)cc1,-2,2,5,11,-4,3,-6,-3,11
O=C(O)C(Cc1cn[nH]n1)=NO,-4,1,5,-8,-4,0,-1,1,8
Cc1c(C(=O)C(=O)N2CC=C(c3ccccc3)CC2)c2ccccc2n1C,6,-8,-9,-77,4,-2,7,1,-4
CCC(=O)c1ccc(OCC(=O)OCC(=O)NCC2CCCCC2)cc1,4,1,10,2,-1,-1,3,4,2
COc1ccccc1C(=O)NCCC(=O)N1CCN(S(=O)(=O)c2cccc(Cl)c2)CC1,x,3,4,37,6,1,2,2,4
CCCCn1c(N)c(N(CCC(C)C)C(=O)c2ccccc2C)c(=O)[nH]c1=O,-3,5,5,0,1,2,2,10,-1
COc1ccccc1NC(=O)COc1ccc(Br)cc1CO,-11,-1,0,-5,-6,1,-2,2,4
O=C(OCC(=O)N1CCN(c2ccccc2)CC1)c1cnc(Cl)c(Cl)c1,8,3,3,5,-2,3,x,x,x
Nc1nonc1C(=O)N/N=C/c1ccc(-c2ccc(Cl)c(C(=O)O)c2)o1,-1,4,6,9,2,0,-5,3,1
O=C(Nc1ccc(OC(F)(F)F)cc1)c1ccc(-n2cncn2)nc1,8,4,4,6,-1,2,3,0,9
COc1cccc(OC)c1CNC(=O)CCSCc1ccccc1F,12,-4,6,0,5,-7,7,0,4
CCOc1ccc(-n2c(=S)sc3c(=O)[nH]c(SCC(=O)NCc4ccco4)nc32)cc1,2,0,3,7,-2,-3,2,4,6
O=C1OCCN/C1=C\C(=O)c1ccc(Cl)cc1,2,-2,0,5,-2,-4,x,x,x
CC(C)NC(=S)N1CCn2c(nc3ccccc32)C1,3,0,3,10,0,4,-8,4,6
O=C(Nc1ccc2oc(-c3cccnc3)nc2c1)c1cccnc1,-5,-4,3,-3,-3,-2,-4,7,9
O=C(NCc1ccccn1)Nc1ccc(Cl)cc1,-4,5,-4,-14,0,0,-1,2,-3
N/C(=N\OC(=O)C(c1ccccc1)c1ccccc1)c1ccncc1,6,14,13,-10,5,2,-2,13,7
COc1cc(/C=C/c2nc3ccccc3c(=O)[nH]2)cc(Cl)c1O,11,5,-3,3,0,-1,-7,5,-3
O=Cc1c(NCc2ccc(F)cc2)c2ccccc2[nH]c1=O,-4,0,6,13,3,-2,-3,11,1
Cc1onc(-c2c(Cl)cccc2Cl)c1C(N)=S,7,0,-3,-10,-4,-1,5,0,18
O=C(NCc1ccc(Cl)cc1)c1cc(=O)nc2sc(-c3ccccc3)nn12,4,1,0,0,-3,-1,-3,2,0
CCN1C(=O)N(C)C2(c3ccccc3)N(C)C(=O)N(C)C12c1ccccc1 (stereo unspecified),7,2,-3,17,-3,-1,5,38*,2
Cc1ccc(CNC(=O)C2CC(c3ccccc3C(F)(F)F)=NO2)o1 (stereo unspecified),5,1,3,6,1,3,3,-2,-5

# Bioassay records (PubChem)

# Only part of the results is shown (hit frequency here may not be typical).
